From PubChem BioAssay
HTT aggregate: reduces HttQ103-GFP aggregates in PC12 cells; Potency, µM (doses to about 46.1 µM), without a hit: at the highest dose activity change, negative = inhibition, hits mostly inhibitors; AID 1688; PC12 HttQ103-GFP aggregates, Acumen cytometry, 40 h; hit rate 1.1% among 220,000; also: potency is read from the fitted curve at half-maximal effect; % is scaled to controls: 0 for no effect and ±100 for the full control effect; nearly all actives have a fitted effect of over 60% in size
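Ecdysone-promoter PC12 model expressing HTT exon 1 Q103 fused to GFP, induced by tebufenozide at 100 nM final. Compounds titrated; aggregates sized 1–25 µm scored on a 488 nm laser cytometer.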
GAA glycogen: GAA glycogen-cleavage inhibition or activation | P10253 | Potency, µM (top dose mostly 76.4 µM), for inactives: at the top dose activity change, negative = inhibition, usual class: inhibitors | hit rate 0.38% among 300,000 | recombinant GAA, glycogen substrate, Amplex Red glucose oxidase fluorescence;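 also: potency is read from the fitted curve at half-maximal effect; 0% = full enzyme reaction and -100% = no-enzyme basal signal; the screen sought inhibitors and activators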
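qHTS, 1536-well; enzyme 4 nM final; cpd up to 77 uM; substrate bovine liver glycogen 30 ug; 50 mM citrate/phosphate pH 5.0, 0.01% Tween-20; 37 C, 40 min; Amplex Red detection 45 min RT; Hill fit → AC50.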
GAA inh: inhibitors of human lysosomal alpha-glucosidase | hit rate 0.005% among 200,000 | AID 1466 | P10253 | purified human GAA, 4-MU-alpha-glucoside fluorescence | Potency, µM (titrated, usually from 76.9 µM), inactives show at the highest dose activity change, negative = inhibition, most hits filed as inhibitors;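 also: potency is read from the fitted curve at half-maximal effect; plate controls were uninhibited enzyme wells for no effect and no-enzyme background for full effect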
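qHTS format, compound range up to 77 uM. Human lysosomal enzyme at 4 nM, 400 uM 4-MU glucoside substrate, pH 5.0, 20 min room temperature; fluorescence after alkaline stop gives activity normalized to controls.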
LMNA splice mod: LMNA splicing modulation; AID 1487; Potency, µM (highest dose often 46.1 µM), for the others: at the top dose ratio change, negative = inhibition, hits mostly inhibitors; HeLa LMNA splicing GFP/RFP minigene ratio, 48 h; hit rate 0.01% among 200,000; active = well fitted inhibition curve with a large enough effect in the signal ratio, with a control signal flat, not every such curve was filed as active; inconclusive = small, poorly fitted or top-dose-only effect, or effect the other way, or a change in a side signal; the % refers to the signal ratio; also: potency is read from the fitted curve at half-maximal effect; % is scaled to controls: 0 for no effect and ±100 for the full control effect
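Read-out is the ratio of GFP to DsRed2 object intensity, acquired by 488 nm laser-scanning cytometry on HeLa lamin A-EGFP minigene reporter cells. Compound incubation 48 hrs at 37 °C in Opti-MEM with 2% FBS; DMSO 0.5% final.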
CBFb-RUNX1 inh: blocks binding between human CBF-beta and RUNX1 | Q01196+Q13951 | AlphaScreen CBFb-His/RUNX1-biotin binding, biochemical | Potency, µM (highest dose often 59.8 µM), inactives show top-dose activity, negative = inhibition, most hits filed as inhibitors | 230,000 tested, under 10 active | AID 1477; also: % of control where 0% means no effect
Target sequence (Q01196 whole entry, looked up): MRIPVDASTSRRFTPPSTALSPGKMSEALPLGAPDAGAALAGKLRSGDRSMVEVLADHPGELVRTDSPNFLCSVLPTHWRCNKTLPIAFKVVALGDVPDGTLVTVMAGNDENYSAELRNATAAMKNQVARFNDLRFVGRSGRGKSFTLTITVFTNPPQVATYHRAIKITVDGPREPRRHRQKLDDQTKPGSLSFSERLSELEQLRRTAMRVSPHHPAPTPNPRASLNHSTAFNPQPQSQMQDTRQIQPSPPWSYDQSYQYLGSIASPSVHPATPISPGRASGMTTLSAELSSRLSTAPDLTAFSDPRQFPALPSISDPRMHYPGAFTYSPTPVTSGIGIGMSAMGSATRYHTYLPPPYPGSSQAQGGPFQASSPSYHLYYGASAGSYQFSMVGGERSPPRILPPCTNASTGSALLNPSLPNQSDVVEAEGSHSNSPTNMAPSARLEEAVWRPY
Target sequence (Q13951 whole entry, looked up): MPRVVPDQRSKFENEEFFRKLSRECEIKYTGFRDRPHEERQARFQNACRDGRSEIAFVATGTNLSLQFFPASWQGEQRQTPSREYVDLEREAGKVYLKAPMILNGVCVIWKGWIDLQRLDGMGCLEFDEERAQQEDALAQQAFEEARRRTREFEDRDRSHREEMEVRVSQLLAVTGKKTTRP
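AlphaScreen proximity signal reports loss of binding between His-tagged CBF-beta and biotin-labelled RUNX1, each at 30 nM. Proteins are pre-associated for 20 minutes, compounds added for 15 minutes, then beads for 90 minutes, all at ambient temperature.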
HTT ATP protect: protects HTT-Q103 PC12 cells, measured by ATP; PC12 HTT-Q103 induced, cytoprotection, ATP luminescence, 40 h; Potency, µM (highest dose often 56.4 µM), for the others: cytoprotection (ATP increase), actives largely listed as activators; hit rate 0.14% among 230,000; AID 1471;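 also: potency is read from the fitted curve at half-maximal effect; % of control where 0% means no effect; nearly all actives have a fitted effect of over 45% in size; toxic huntingtin expression switched on by the ecdysone agonist tebufenozide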
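ATP quantification (ATPlite) reports survival of PC12 cells in which tebufenozide, 100 nM final, switches on Htt exon 1 with 103 glutamines linked to GFP; compounds are titrated.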
aGlu spleen mod: lysosomal alpha-glucosidase (human) modulation; P10253; human spleen homogenate, 4-MU-alpha-glucoside fluorescence; Potency, µM (titrated, usually from 79.9 µM), without a hit: at the highest dose activity change, negative = inhibition, most hits filed as inhibitors; hit rate 0.006% among 240,000;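 also: potency is read from the fitted curve at half-maximal effect; 0% = enzyme with vehicle and -100% = no enzyme basal signal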
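Enzyme source: human spleen homogenate, 1 ug/well. Buffer 50 mM citric acid/K phosphate pH 5.0, 0.01% Tween-20. 4-MU-alpha-glucoside 1 mM; 37 C x 40 min; NaOH/glycine stop; fluorescence.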
The depositor's hits bear a star; [ ] = another dose, or the depositor's remark. Unless noted, calls follow the shape of the dose curve; as a rule, active = well fitted curve in the direction sought with a large enough effect; inconclusive = small, poorly fitted or top-dose-only effect, or another doubt; inactive = no such curve, though single readings can be large; an effect the other way counts as inactive or inconclusive.

`COc1ccc2c(c1)c(CC(=O)Nc1nnc(C3CC3)s1)c(C)n2C(=O)c1ccc(Cl)cc1` gave HTT aggregate -26%[9.22 µM], GAA glycogen -1%, CBFb-RUNX1 inh -11%, HTT ATP protect 21%[10 µM] and aGlu spleen mod -4%.
Screening CC1(C)CC(=O)C2=C(C1)NC(Nc1nc3ccccc3o1)=NC2c1ccccn1 (centres undefined) returned HTT aggregate -18%, GAA glycogen -5%, GAA inh 2%, LMNA splice mod inconclusive, CBFb-RUNX1 inh -5%, HTT ATP protect -37%[inhibitor] and aGlu spleen mod 7%.
`O=C1CSC(c2cccnc2)N1Cc1cccnc1` (centres undefined) gave HTT aggregate -14%[9.22 µM], GAA glycogen 0%, GAA inh -4%, CBFb-RUNX1 inh 1%, HTT ATP protect 3%[10 µM] and aGlu spleen mod 1%.
Screening C=CCOC(=O)C1=C(C)NC(C)=C(C(=O)OCC=C)C1c1cccs1 returned HTT aggregate 9%, GAA glycogen -9%, GAA inh -4%, LMNA splice mod 1%, CBFb-RUNX1 inh 9%, HTT ATP protect -44%[inhibitor] and aGlu spleen mod -10%.
CC(=O)N1CCC(C(=O)Nc2ccccc2)(N(Cc2ccccc2)C(=O)c2cccnc2)CC1 was read as HTT aggregate 26%, GAA glycogen 4%, GAA inh -1%, LMNA splice mod inconclusive, CBFb-RUNX1 inh -1%, HTT ATP protect 14% and aGlu spleen mod -3%.
`CCOC(=O)C1CCN(c2nc(C)nc3c2oc2ccccc23)CC1` gave HTT aggregate 1%, GAA glycogen 1%, GAA inh -7%[15.4 µM], LMNA splice mod -2%, CBFb-RUNX1 inh 7%, HTT ATP protect -15%[0.074 µM] and aGlu spleen mod 1%.
For COC1=C(OC)C(=O)C(CCCCCCCCCCO)=C(C)C1=O the results were HTT aggregate inconclusive, GAA glycogen -7%, GAA inh 1%[15.4 µM], LMNA splice mod inconclusive, CBFb-RUNX1 inh -6%, HTT ATP protect -381%[inhibitor] and aGlu spleen mod -11%.
For O=C1CC(c2cc(Br)ccc2F)c2cc3c(cc2N1)CCC3 (centres undefined) the results were HTT aggregate 16%, GAA glycogen -1%, GAA inh 2%, LMNA splice mod inconclusive, CBFb-RUNX1 inh -1%, HTT ATP protect -86%[inhibitor] and aGlu spleen mod -16%.
`NC(=O)C1CCN(C(c2ccccc2F)c2nnnn2Cc2ccco2)CC1` (centres undefined) gave HTT aggregate -2%, GAA glycogen 1%, GAA inh 0%, LMNA splice mod -5%, CBFb-RUNX1 inh 1%, HTT ATP protect 8%[10 µM] and aGlu spleen mod -16%.
For Cc1nn(C)cc1-c1n[nH]c(=S)n1-c1ccc(Cl)cc1 the results were HTT aggregate -2%, GAA glycogen -8%, GAA inh -9%, LMNA splice mod -8%, CBFb-RUNX1 inh 8% and aGlu spleen mod 1%.
Screening COC(=O)c1ccc(-n2c(C)cc(C(=O)CSc3ccc(NC(C)=O)cc3)c2C)cc1 returned HTT aggregate -1%, GAA glycogen -4%, GAA inh inconclusive, LMNA splice mod inconclusive, CBFb-RUNX1 inh -21% and aGlu spleen mod -2%.
CCC(NC(=O)c1ccccc1O)c1ccccc1 (centres undefined) was read as HTT aggregate -32%, GAA glycogen -4%, GAA inh 2%, LMNA splice mod inconclusive, CBFb-RUNX1 inh 9%, HTT ATP protect 11%[0.074 µM] and aGlu spleen mod -7%.
`COc1ccc(CCNC(=O)CNS(=O)(=O)c2cccs2)cc1OC` gave HTT aggregate 4%, GAA glycogen -7%, GAA inh -5%, LMNA splice mod -4%, CBFb-RUNX1 inh -2%, HTT ATP protect 2% and aGlu spleen mod -2%.
O=C(OCc1ccccc1)c1cccnc1Cl was read as HTT aggregate -8%, GAA glycogen 2%, GAA inh -2%, LMNA splice mod 5%[46 µM], CBFb-RUNX1 inh 19%, HTT ATP protect -33%[inhibitor] and aGlu spleen mod -8%.
Screening S=c1[nH]nc(CCc2ccccc2)n1-c1ccccc1 returned HTT aggregate 13%, GAA glycogen -14%, GAA inh -7%, LMNA splice mod -4%, CBFb-RUNX1 inh 16%, HTT ATP protect -9%[10 µM] and aGlu spleen mod -8%.
Cc1cc(F)ccc1NCc1ccncc1 was read as HTT aggregate 1%, GAA glycogen -4%, GAA inh -3%, LMNA splice mod -7%, CBFb-RUNX1 inh -3%, HTT ATP protect -5% and aGlu spleen mod 7%.
`CC1CCN(C(=O)CSc2nnc(Cc3cccn3C)n2CCc2ccccc2)CC1` gave HTT aggregate 10%, GAA glycogen 12%, GAA inh 0%, LMNA splice mod -12%, CBFb-RUNX1 inh -12%, HTT ATP protect 5%[10 µM] and aGlu spleen mod -7%.
Screening CCOc1ccc2nc(NC3=NC(C)(C)C=C(C)N3)nc(C)c2c1 returned HTT aggregate 10%, GAA glycogen -1%, GAA inh -1%, LMNA splice mod inconclusive, CBFb-RUNX1 inh -7%, HTT ATP protect -15% and aGlu spleen mod -9%.
O=C(NCc1cccs1)c1ccccc1F was read as HTT aggregate 10%, GAA glycogen 3%, GAA inh 3%, LMNA splice mod 8%, CBFb-RUNX1 inh 27%, HTT ATP protect -1%[10 µM] and aGlu spleen mod -2%.
`C/C(=C\C(=O)c1cccnc1)Nc1ccc(C)c(C)c1` gave HTT aggregate -2%, GAA glycogen 10%, GAA inh inconclusive, LMNA splice mod 16%, CBFb-RUNX1 inh -6%, HTT ATP protect -23% and aGlu spleen mod -4%.
For COCc1cc(C)n(CC(=O)Nc2ccc(Cl)cc2Cl)c(=O)c1C#N the results were HTT aggregate -11%, GAA glycogen 6%, GAA inh -2%, LMNA splice mod 0%, CBFb-RUNX1 inh -1%, HTT ATP protect 3% and aGlu spleen mod -8%.
COc1ccc(C2=NN(S(C)(=O)=O)C(c3cccs3)C2)cc1OC (centres undefined) was read as HTT aggregate 3%[9.22 µM], GAA glycogen 6%, GAA inh 7%, LMNA splice mod 3%[46 µM], CBFb-RUNX1 inh 9%, HTT ATP protect 0%[10 µM] and aGlu spleen mod 1%.
For CC12CN3CC(C)(CN(C1)C3c1ccc3c(c1)OCO3)C2=O (centres undefined) the results were HTT aggregate -16%, GAA glycogen 1%, GAA inh 0%, LMNA splice mod 0%, CBFb-RUNX1 inh -1%, HTT ATP protect -6% and aGlu spleen mod -4%.
`CCc1ccc(N2C(=O)CC(N3CCN(c4ccccn4)CC3)C2=O)cc1` (centres undefined) gave HTT aggregate 6%[9.22 µM], GAA glycogen 0%, CBFb-RUNX1 inh -10%, HTT ATP protect 5%[10 µM] and aGlu spleen mod 11%.
`CCCCCCCCCCCC(=O)NC(Cc1ccc(OC)c([N+](=O)[O-])c1)C(=O)O` (centres undefined) gave HTT aggregate 12%[9.22 µM], GAA glycogen 3%, CBFb-RUNX1 inh 0%, HTT ATP protect -7%[10 µM] and aGlu spleen mod 2%.
`CO[C@]12CC(COC(=O)c3cncc(Br)c3)CN(C)[C@@H]1Cc1cn(C)c3cccc2c13` (some centres undefined) gave CBFb-RUNX1 inh -2%, HTT ATP protect 3% and aGlu spleen mod -18%.
COCCNC(=O)c1cc(-c2ccc(OC)c(OC)c2)on1 was read as HTT aggregate -6%, GAA glycogen 6%, GAA inh 3%, LMNA splice mod 0%, CBFb-RUNX1 inh 1%, HTT ATP protect 1% and aGlu spleen mod -5%.
CCCCN(CC)CCCNC(=O)CN1C(=O)CSc2ccc(S(=O)(=O)N3CCOCC3)cc21 was read as HTT aggregate -3%, GAA glycogen 3%, GAA inh -5%, LMNA splice mod -5%[46 µM], CBFb-RUNX1 inh -2%, HTT ATP protect -13% and aGlu spleen mod -11%.
`C=CCS(=O)(=O)N1CCCC(C(=O)c2cccc(Cl)c2)C1` (centres undefined) gave HTT aggregate -1%[9.22 µM], GAA glycogen 17%, GAA inh 15%, LMNA splice mod -2%[46 µM], CBFb-RUNX1 inh 8%, HTT ATP protect 13%[10 µM] and aGlu spleen mod -12%.
For Cn1cc(S(=O)(=O)Nc2ccc(Br)cc2F)c(=O)n(C)c1=O the results were HTT aggregate 2%, GAA glycogen -2%, GAA inh 3%[15.4 µM], LMNA splice mod 11%, CBFb-RUNX1 inh 1%, HTT ATP protect -14% and aGlu spleen mod 4%.
Screening CC(c1ccccc1)N1C(=O)CC(Sc2ncccc2C(=O)O)C1=O (centres undefined) returned HTT aggregate 3%, GAA glycogen -5%, GAA inh -9%, LMNA splice mod -8%, CBFb-RUNX1 inh 17%, HTT ATP protect 6%[10 µM] and aGlu spleen mod -3%.
COc1ccc(/C=N/NC(=O)c2[nH]c3ccc(Br)cc3c2-c2ccccc2)c(C(=O)O)c1OC was read as HTT aggregate 12%[9.22 µM], GAA glycogen -2%, CBFb-RUNX1 inh 0%, HTT ATP protect 3%[10 µM] and aGlu spleen mod -5%.

Among those listed so far, 5 contain fluorine.
For O=C1CC(c2cc(Br)ccc2F)c2cc3c(cc2N1)CCC3 (centres undefined) the results were HTT aggregate 16%, GAA glycogen -1%, GAA inh 2%, LMNA splice mod inconclusive, CBFb-RUNX1 inh -1%, HTT ATP protect -86%[inhibitor] and aGlu spleen mod -16%.
`NC(=O)C1CCN(C(c2ccccc2F)c2nnnn2Cc2ccco2)CC1` (centres undefined) gave HTT aggregate -2%, GAA glycogen 1%, GAA inh 0%, LMNA splice mod -5%, CBFb-RUNX1 inh 1%, HTT ATP protect 8%[10 µM] and aGlu spleen mod -16%.
Cc1cc(F)ccc1NCc1ccncc1 was read as HTT aggregate 1%, GAA glycogen -4%, GAA inh -3%, LMNA splice mod -7%, CBFb-RUNX1 inh -3%, HTT ATP protect -5% and aGlu spleen mod 7%.
O=C(NCc1cccs1)c1ccccc1F was read as HTT aggregate 10%, GAA glycogen 3%, GAA inh 3%, LMNA splice mod 8%, CBFb-RUNX1 inh 27%, HTT ATP protect -1%[10 µM] and aGlu spleen mod -2%.
For Cn1cc(S(=O)(=O)Nc2ccc(Br)cc2F)c(=O)n(C)c1=O the results were HTT aggregate 2%, GAA glycogen -2%, GAA inh 3%[15.4 µM], LMNA splice mod 11%, CBFb-RUNX1 inh 1%, HTT ATP protect -14% and aGlu spleen mod 4%.
